From PubChem BioAssay
CHOP inhibitor = inhibitors of CHOP promoter induction, primary screen, cell-based, unfolded protein response, luciferase reporter; CHO-K1 CHOP-promoter luciferase, tunicamycin-induced, 15-18 h; inhibition, % at 10 µM; 220,000 tested, 3.8% active;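 active = compounds that reduced the stress-induced luciferase reporter signal by more than about 70% of percent inhibition, limit read from the data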;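 note: 0% = tunicamycin plus vehicle and 100% = wells without tunicamycin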
NPY1 pot ag = NPY-Y1 receptor potentiators or agonists, primary screen, cell-based | activation, % at 3.6 µM | Neuropeptide Y receptor type 1 (Homo sapiens), P25929 | NPY-Y1 expressing cells, potentiator/agonist activation | 220,000 tested, 0.37% active; in the data active = activation above about 33%, passing the limit was not always enough;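 note: cells stimulated with NPY at EC10 then isoproterenol at EC100; 0% = low agonist plus stimulus and 100% = saturating agonist plus stimulus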
Target sequence (P25929 whole entry, looked up): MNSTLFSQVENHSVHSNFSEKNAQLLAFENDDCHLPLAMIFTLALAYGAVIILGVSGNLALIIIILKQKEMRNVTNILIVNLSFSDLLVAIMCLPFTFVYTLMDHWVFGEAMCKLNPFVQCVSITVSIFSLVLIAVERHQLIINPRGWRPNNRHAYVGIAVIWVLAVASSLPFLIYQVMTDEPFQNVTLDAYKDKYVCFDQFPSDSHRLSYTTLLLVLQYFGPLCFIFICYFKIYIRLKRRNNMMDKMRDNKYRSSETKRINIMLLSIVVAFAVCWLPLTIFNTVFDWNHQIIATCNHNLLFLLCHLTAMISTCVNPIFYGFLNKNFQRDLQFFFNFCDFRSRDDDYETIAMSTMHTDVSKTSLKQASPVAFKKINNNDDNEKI
PGE2 EP2 inh = human EP2 receptor antagonists, primary screen, TR-FRET cAMP, C6 glioma cells. Prostaglandin E2 receptor EP2 subtype (Homo sapiens), P43116. C6 glioma cells expressing human EP2; cells stimulated with saturating PGE2. inhibition, % at 25 µM. 260,000 tested, 0.52% active. AID 1422, 2008;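 active = percent inhibition above 40 after rounding to a whole number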;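 note: rat C6 glioma host cells with rolipram phosphodiesterase inhibitor present; the protocol text gives 20 µM as final concentration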
Target sequence (P43116 whole entry, looked up): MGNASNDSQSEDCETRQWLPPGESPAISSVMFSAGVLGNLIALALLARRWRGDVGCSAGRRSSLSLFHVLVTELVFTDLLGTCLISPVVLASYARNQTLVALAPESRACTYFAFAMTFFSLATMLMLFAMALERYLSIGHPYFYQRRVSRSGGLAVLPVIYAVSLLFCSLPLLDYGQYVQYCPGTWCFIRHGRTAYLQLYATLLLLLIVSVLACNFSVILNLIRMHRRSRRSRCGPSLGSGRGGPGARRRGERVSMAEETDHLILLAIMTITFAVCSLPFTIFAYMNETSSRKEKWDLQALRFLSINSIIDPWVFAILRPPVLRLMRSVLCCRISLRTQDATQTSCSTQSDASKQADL
14-3-3 Bad PPI = inhibitors of 14-3-3 zeta/Bad binding, primary screen, biochemical, TR-FRET, bovine 14-3-3 zeta; TR-FRET 14-3-3zeta/Dy647-pBad peptide displacement, 1 h; 14-3-3 protein zeta/delta (Bos taurus), P63103; 220,000 tested, 0.71% active; AID 781, 2007; inhibition, % at 21.7 µM;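 active = inhibition above about 70%, limit read from the data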;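 note: 0% = full 14-3-3 plus peptide FRET controls and 100% = background without 14-3-3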
Target sequence (P63103 whole entry, looked up): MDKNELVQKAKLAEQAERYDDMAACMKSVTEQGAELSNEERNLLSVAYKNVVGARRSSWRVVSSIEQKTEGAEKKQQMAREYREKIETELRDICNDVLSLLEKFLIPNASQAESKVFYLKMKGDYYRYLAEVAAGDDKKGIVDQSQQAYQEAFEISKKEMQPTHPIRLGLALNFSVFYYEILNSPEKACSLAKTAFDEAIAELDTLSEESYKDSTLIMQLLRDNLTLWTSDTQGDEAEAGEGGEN
PPC-1+TRAIL kill = compounds killing PPC-1 cancer cells with TRAIL present, primary screen, TRAIL potentiator project, ATPLite luminescence, uHTS; PPC-1 cells + TRAIL, ATPLite viability luminescence; cell killing (% activity), % at 4 µM; 220,000 tested, 0.41% active; AID 1443, 2008;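 active = cell killing above 50% in the first pass at 4 µM, then a duplicate retest at 5 µM averaging 50% or more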;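 note: plate controls were cells with TRAIL plus DMSO for no effect and medium-only wells lacking cells for full effect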
EP2 mod = EP2 receptor modulators, cAMP readout, primary screen, cell-based, HTRF cAMP, PGE2 stimulation | EP2-expressing cells, cAMP HTRF FRET, PGE2 co-stimulation | induction, % at 25 µM | 260,000 tested, 0.83% active | AID 940, 2007;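 active = compounds whose cAMP rise, as percent of the full-agonist control response, exceeds 60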;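 note: rat C6 glioma line stably carrying human EP2 under a CMV promoter; the protocol text gives 20 µM as final concentration; 100% = response of wells given 1 µM PGE2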
NPY-Y1 antag = NPY-Y1 receptor antagonists, primary screen, cell-based | 200,000 tested, 1% active | AID 1040, 2008 | inhibition, % at 3.6 µM | HEK293-CNG Y1 cells, membrane potential fluorescence; NPY at EC95, then isoproterenol;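 active = inhibition above the campaign mean inhibition of all tested compounds plus 3 SD, cut at about 20% in these data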;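 note: 0% = DMSO wells given NPY plus isoproterenol and 100% = isoproterenol alone without NPY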
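material = HEK293 cells with Y1 receptor plus CNG channel | also added = NPY 25 nM then isoproterenol 1 µM plus Ro 20-1724 25 µM | schedule = dye 3 h, compound 60 min room temperature, stimulation 45 min | measured by = membrane potential fluorescence | benchmarks = high control isoproterenol alone, low control NPY with isoproterenol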
TRPML3 agonist = human TRPML3 channel agonists, primary screen, cell-based, HEK293 TRPML3-YFP, Fluo-8 calcium fluorescence, 3 µM; 100% = the carbachol control signal; 220,000 tested, 0.29% active; activation, % at 3 µM; Mucolipin-3 (Homo sapiens), Q8TDD5;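 active = activation above its plate's cutoff, the mean activation of the plate's test wells plus 3 SD, cut at about 12% in these data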;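 note: 0% = DMSO only wells and 100% = carbachol wells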
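Test system: TRPML3-YFP stable HEK293 cells. Doses: single point at 3 µM. Incubation: dye loading 1 h 37 °C then 30 min ambient, 125 s read. Signal: Fluo-8 calcium dye fluorescence, ex 470-495, em 515-575 nm. Measure: percent activation from peak-to-basal fluorescence ratio, scaled between DMSO and carbachol.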
TRPN1 ag = zebrafish TRPN1 channel agonists, primary screen, cell-based, HEK293, calcium fluorescence | transient receptor potential cation channel N1 (TRPN1/NompC), Danio rerio | HEK293 zebrafish TRPN1-YFP, Fluo-8 calcium fluorescence; 100% = response to 87 µM carbachol | activation, % at 3 µM | 220,000 tested, 0.18% active;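 active = activation above its plate's cutoff, the mean activation of test wells on that plate plus 3 SD, cut at about 19% in these data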;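 note: 0% = DMSO alone and 100% = 87 µM carbachol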
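Material: zebrafish TRPN1-YFP in HEK293 cells; Doses: single test compound dose, 3 µM nominal, 0.3% DMSO; Timing: dye loading 1 h at 37 °C, then 30 min room temperature; Technique: intracellular calcium fluorescence with Fluo-8; Benchmarks: high carbachol 87 µM, low DMSO alone.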
The depositor's hits bear a star; / = not tested or not shown; & = joins results of further samples; [ ] = remark or other dose.

SMILES	CHOP inhibitor	NPY1 pot ag	PGE2 EP2 inh	14-3-3 Bad PPI	PPC-1+TRAIL kill	EP2 mod	NPY-Y1 antag	TRPML3 agonist	TRPN1 ag
Cc1cc(Br)ccc1N1C(=O)CC(=O)NC1=O	35	-7	5	25	0	28	4	1.0	2.2
COc1ccc(-c2n(-c3ccccn3)c3ccccc3[n+]2-c2ccccn2)cc1	-14	12	12	8	22	24	/	0.2	0.7
CCC(C)n1c(O)c(C=NCc2cccnc2)c(=O)[nH]c1=S (configuration not stated)	8	5	7	-1	-11	19	/	1.2	1.0
O=C1NC(=O)N(Cc2ccccc2)C(=O)/C1=C\c1ccco1	106*	-7	17	1	11	-53	10	2.1	3.2
CP(=O)(O)CN1CCCCC1	17	9	8	10	12	11	-2	0.9	0.6
Cn1c(O)c(C=NCCCCCCCCCCC(=O)O)c(=O)n(C)c1=O	12	20	9	-6	0	19	/	0.8	-1.9
O=C(c1ccc(N2CC3CC(C2)c2cccc(=O)n2C3)c([N+](=O)[O-])c1)N1CCCCC1 (configuration not stated)	8	2	7	-24	5	21	3	0.8	0.2
COc1cccc(C(=O)N2CCC3(CC2)OCCO3)c1	10	-1	3	0	8	-23	/	1.5	0.6
COc1cccc(C(=O)C2CCCN(Cc3cccc(C)n3)C2)c1 (configuration not stated)	-13	-10	4	1	13	-39	2	0.1	-1.1
NC(=O)C1CCN(/C=C2\C(=O)NC(=O)N(Cc3ccco3)C2=O)CC1	-10	9	1	12	10	7	/	0.5	1.5
Nc1c([N+](=O)[O-])cc(F)c(N2CCNCC2)c1Br	11	-17	12	2[fluorescence artefact?]	27	-12	-2	0.6	1.1
COC(=O)[C@H]1C[C@@H]1[C@H](NP(=O)(c1ccccc1)c1ccccc1)c1ccccc1	8	-36	6	7	15	15	40*	0.3	-1.1
CCOC(=O)c1c(C)n(Cc2ccc3c(c2)OCO3)c2ccc(O)cc12	47	0	6	28	8	38	3	-0.2	-0.2
CSc1nc2ccccc2c(=O)n1-c1cccnc1	-13	11	10	-3	0	13	/	0.1	0.2
Cn1c(O)c(C=NCCN2CCNCC2)c(=O)[nH]c1=O	-24	15	1	3	4	0	/	0.7	2.1
Cc1cnn(C2CCN(C)CC2)c1N	15	-6	9	-9	10	25	1	-0.5	-0.7
CCC1(CCc2ccncc2)C(=O)NC(=O)NC1=O	4	-2	15	-15	24	33	-2	1.1	2.4
CC12CCC3C(CC=C4CC5(CCC43C)OCCO5)C1CCC2=O (configuration not stated)	12	-3	5	-6	/	-26	1	1.0	1.9
CCOP(=O)(C(NC(=O)c1ccccc1Cl)=C(Cl)Cl)c1ccccc1 (configuration not stated)	42	-8	9	11	-11	14	6	-0.6	-1.5
C[C@H](O)[C@H]1CC[C@H]2[C@@H]3CCC4=CC(=O)CC[C@]4(C)[C@H]3CC[C@]12C	0	-27	8	-6	25	-11	2	0.0	3.8
CC(=O)OC1N=C(c2ccccc2)c2cc(C)ccc2NC1=O (configuration not stated)	31	12	9	1	-7	6	1	-0.3	-0.6
N=C1c2ccccc2CN1NC(=O)C1CC1	6	-6	14	-17	1	11	5	0.8	-0.1
CN1CCN(c2nccc3c2ncn3C)CC1	16	-5	7	10	-1	9	-1	0.8	1.2
CC(=NCc1ccc2c(c1)OCO2)c1c(O)n(C)c(=O)n(C)c1=O	34	-8	14	-3[fluorescence artefact?]	14	10	-8	-0.3	0.7
O=C(CN1CCCC1=O)N1CCOCC1	-6	-5	8	-11	26	8	-6	-0.1	0.8
O=C(COc1ccc(Br)cc1)N1CCN(Cc2c[nH]c3ccccc23)CC1	-177	3	/	59	3	-28	3	0.9	0.9
CON(C)C(=O)Nc1ccc(Cl)cc1	16	-15	5	1[fluorescence artefact?]	20	-4	-2	0.1	0.2
CC(C)OP(=O)(O)NC(=O)c1ccccc1	8	8	13	-10	19	35	3	1.1	1.7
CCOP(=O)(OCC)C(NC(=O)CN1C(=O)c2ccccc2S1(=O)=O)C(Cl)(Cl)Cl (configuration not stated)	-24	18	10	3	19	30	0	0.4	1.8
CCOP(=O)(OCC)C(O)c1ccc(Br)cc1 (configuration not stated)	8	-21	11	2	17	12	4	0.7	2.6
CCOC(=O)C1=C(NC(=S)NC(=O)c2ccccc2)c2ccccc2CC12CCCC2	9	7	6	6	16	15	0	0.5	0.3
Cc1cccc(NC2=NCCCS2)c1C	59	14	20	-12	1	7	6	0.5	0.1
CC1=CC(=C2C(=O)NC(=S)NC2=O)C=C(C(F)(F)F)N1CCc1ccccc1	13	2	14	-16	1	25	1	1.1	1.4
COC(=O)C(O)(c1ccc(NC(=O)c2cccs2)c(C)c1)C(F)(F)F (configuration not stated)	-11	5	9	9	9	-13	/	-0.2	2.4
O=C(c1cc2ccccn2n1)N1CCC2(CC1)OCCO2	-3	-5	9	-6	14	-1	-4	1.5	0.4
O=C1/C(=C/c2ccccc2Cl)N2CCC1CC2	7	12	3	-2	13	24	/	0.8	1.3
O=c1c2ccccc2nc(CSc2ncnc3nc[nH]c23)n1-c1ccccc1	10	11	10	-18[fluorescence artefact?]	1	-3	3	0.5	-0.9
CC(C(N)=O)N1CC(c2ccccc2)CC1=O (configuration not stated)	0	3	9	-2	15	21	-5	0.7	1.5
C#CC[N+]1(C)C2CCC1CC(O)C2 (configuration not stated)	22	15	1	-12	6	18	1	0.7	0.9
O=C(c1ccc2c(c1)ncn2-c1ccc(F)cc1F)N1CCC2(CC1)OCCO2	-14	-19	11	-16	-4	-17	4	0.5	0.7
COc1ccc(N/N=C/c2c(O)n(-c3ccc(C)c(C)c3)c(=O)[nH]c2=O)cc1	16	10	5	0	0	21	-2	1.9	2.6
CCc1nc2ccccc2c(=O)n1-c1ccc2ccccc2c1	17	-7	16	-16[fluorescence artefact?]	14	29	1	-0.5	-2.2
COC(=O)c1c(C)[nH]c(C(=O)C(Cc2ccccc2)N(C)C)c1C (configuration not stated)	37	-5	13	-5	24	-6	10	1.1	0.9
CNCCCc1ccccc1	-25	18	4	11	12	-3	2	0.9	2.1
O=C1NC(=O)N(Cc2ccccc2)C(=O)/C1=C/N1CCCc2ccccc21	3	2	5	21	31	0	0	2.3	3.3
O=C(Cc1ccccc1)OCCN1CCOCC1	-19	-1	9	-12[fluorescence artefact?]	15	11	-3	0.5	1.6
CCC(=O)OC1(c2cccc(C)c2)CC(C)N(C)CC1C (configuration not stated)	52	-12	8	0	-2	13	-5	0.4	0.3
Nc1cncc(C(=O)O)c1	0&-4	2&16	4&13	-5&-4	-1&34	-2&22	-7	3.3&0.7	7.8&1.0

Another view of nine compounds above:
mol,CHOP inhibitor,NPY1 pot ag,PGE2 EP2 inh,14-3-3 Bad PPI,PPC-1+TRAIL kill,EP2 mod,NPY-Y1 antag,TRPML3 agonist,TRPN1 ag
O=C(c1ccc2c(c1)ncn2-c1ccc(F)cc1F)N1CCC2(CC1)OCCO2,-14,-19,11,-16,-4,-17,4,0.5,0.7
COc1ccc(N/N=C/c2c(O)n(-c3ccc(C)c(C)c3)c(=O)[nH]c2=O)cc1,16,10,5,0,0,21,-2,1.9,2.6
CCc1nc2ccccc2c(=O)n1-c1ccc2ccccc2c1,17,-7,16,-16[fluorescence artefact?],14,29,1,-0.5,-2.2
COC(=O)c1c(C)[nH]c(C(=O)C(Cc2ccccc2)N(C)C)c1C (configuration not stated),37,-5,13,-5,24,-6,10,1.1,0.9
CNCCCc1ccccc1,-25,18,4,11,12,-3,2,0.9,2.1
O=C1NC(=O)N(Cc2ccccc2)C(=O)/C1=C/N1CCCc2ccccc21,3,2,5,21,31,0,0,2.3,3.3
O=C(Cc1ccccc1)OCCN1CCOCC1,-19,-1,9,-12[fluorescence artefact?],15,11,-3,0.5,1.6
CCC(=O)OC1(c2cccc(C)c2)CC(C)N(C)CC1C (configuration not stated),52,-12,8,0,-2,13,-5,0.4,0.3
Nc1cncc(C(=O)O)c1,0&-4,2&16,4&13,-5&-4,-1&34,-2&22,-7,3.3&0.7,7.8&1.0

Next results follow:
SMILES	CHOP inhibitor	NPY1 pot ag	PGE2 EP2 inh	14-3-3 Bad PPI	PPC-1+TRAIL kill	EP2 mod	NPY-Y1 antag	TRPML3 agonist	TRPN1 ag
COc1ccc(C2NCc3ccccc3-n3cccc32)cc1 (configuration not stated)	35	-8	14	-2	17	16	12	0.9	0.4
COc1cc(/C=C/C(=O)c2c(O)n(CCc3ccccc3)c(=O)[nH]c2=O)ccc1O	-44	-11	10	4	35	-9	-3	1.2	0.8
Cc1ccc2c(c1)N(N=O)CCC2	5	-1	3	-11	17	10	-2	1.6	1.0
O=C(c1ccc(Cl)cc1)C1CCCN(Cc2cccc3cnccc23)C1 (configuration not stated)	43	15	5	-12	16	-8	4	1.9	-1.2
Cc1ccsc1C(=O)C1CCCN(Cc2cnc(N3CCOCC3)s2)C1 (configuration not stated)	21	-3	4	-2	20	-12	-5	3.7	8.0
CCn1c(O)c(C=Nc2ccc(N3CCOCC3)cc2)c(=O)n(CC)c1=S	8	-5	9	-9	-3	16	-5	1.7	2.5
C/C(=N\N(C)c1ccccc1)c1c(O)[nH]c(=O)[nH]c1=O	1	-5	4	1	21	10	/	0.5	0.3
O=C(C1CC(c2ccc(Cl)c(Cl)c2)=NO1)N1CCC2(CC1)OCCO2 (configuration not stated)	-10	-28	19	16	15	-31	3	0.3	1.8

Some of the compounds tested. The share of hits here may be higher or lower than overall.
